Screening results (PubChem BioAssay)
ZTA DNA inh: ZTA (EBV) inhibition in EBNA-1 counter-screen | P03206 | ZTA-DNA binding, fluorescence polarization | inhibition, % at 11 µM | 0.15% of 320,000 active; in the data active means inhibition above about 33%
PP5 primary: blocks human protein phosphatase 5 activity; P53041; purified PP5c, OMFP substrate fluorescence; inhibition, % at 6.7 µM; 0.18% of 320,000 active; AID 1987;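 active means inhibition above the campaign's mean inhibition across all tested compounds plus 3 SD, cut at about 9.5% in these data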;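 further: 0% = DMSO only and 100% = 100 µM cantharidin control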
Target sequence (P53041 whole entry, looked up): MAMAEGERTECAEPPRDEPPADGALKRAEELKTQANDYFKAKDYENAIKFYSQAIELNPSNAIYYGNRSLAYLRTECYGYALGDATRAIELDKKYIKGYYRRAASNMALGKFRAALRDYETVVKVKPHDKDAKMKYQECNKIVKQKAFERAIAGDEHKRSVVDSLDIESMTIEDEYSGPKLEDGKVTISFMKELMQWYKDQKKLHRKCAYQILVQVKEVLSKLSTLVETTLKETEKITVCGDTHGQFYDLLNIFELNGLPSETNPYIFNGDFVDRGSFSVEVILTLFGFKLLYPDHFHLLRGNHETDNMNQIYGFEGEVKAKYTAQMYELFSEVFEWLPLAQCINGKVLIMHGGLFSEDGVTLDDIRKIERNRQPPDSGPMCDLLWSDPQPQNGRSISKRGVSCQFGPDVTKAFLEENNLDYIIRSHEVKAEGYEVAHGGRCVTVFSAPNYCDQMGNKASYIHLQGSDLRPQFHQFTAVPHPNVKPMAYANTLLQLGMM
CTSL1 counter: cathepsin L1 inhibition, PFM18AAP counter-screen. AID 1906. 0.49% of 300,000 active. recombinant F. hepatica cathepsin L1, Z-Leu-Arg-MCA fluorescence. inhibition, % at 5.96 µM;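 active means inhibition above the mean of all tested compounds plus 3 SD, set per screening campaign, cut at about 17% in these data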;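 further: 0% = plate median of test compound wells and 100% = 1 µM Z-Phe-Ala-diazomethylketone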
Efflux pump mplx: antifungal efflux pump inhibition, Nile Red retention; AID 485275; inhibition, % at 10 µM; 0.44% of 330,000 active; S. cerevisiae Candida pump triplex;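 active means plate passing quality check with inhibition over a set limit, or well fluorescence over plate mean plus 4 SD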;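 further: Nile Red retained in pooled yeast measured as flow cytometry median fluorescence; 0% = buffer negative control and 100% = Enniatin B positive control; higher means more Nile Red kept so more efflux inhibition; some compounds called inactive have numbers as strong as hits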
EBNA-1 inhibitor: blocks EBNA-1 binding to DNA; 0.34% of 300,000 active; EBNA-1 DNA binding, fluorescence polarization; inhibition, % at 14.8 µM; in the data active means inhibition above about 28%
PP1 inh: blocks human PP1-alpha phosphatase, a PP5 counter-screen; P62136; purified PP1alpha, OMFP fluorescence; inhibition, % at 6.7 µM; 0.9% of 320,000 active;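 active means inhibition above the mean inhibition of all tested compounds plus 3 SD, computed separately for each screening campaign, cut at about 15% in these data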
Target sequence (P62136 whole entry, looked up): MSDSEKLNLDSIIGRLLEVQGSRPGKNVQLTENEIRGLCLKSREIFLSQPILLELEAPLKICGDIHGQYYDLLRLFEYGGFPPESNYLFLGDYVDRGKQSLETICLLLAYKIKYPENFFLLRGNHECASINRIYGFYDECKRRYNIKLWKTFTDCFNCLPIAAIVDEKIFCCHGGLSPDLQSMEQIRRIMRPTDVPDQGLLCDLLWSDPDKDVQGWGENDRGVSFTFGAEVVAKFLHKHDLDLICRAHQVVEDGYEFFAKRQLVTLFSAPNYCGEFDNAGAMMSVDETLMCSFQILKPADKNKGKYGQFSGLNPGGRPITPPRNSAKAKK
PREPL inh: inhibits the human prolyl oligopeptidase-like enzyme | Q4J6C6 | recombinant PREPL, fluorescence polarization activity-based probe | inhibition, % at 5.96 µM | 0.68% of 320,000 active | AID 2751; in the data active means inhibition above about 43%;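 further: 0% = enzyme with DMSO and 100% = wells lacking enzyme; many of its hits are not listed in these tables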
HCV core dimer: HCV core protein dimerization inhibition | AID 1899 | 0.33% of 300,000 active | TR-FRET GST/Flag-core106 dimerization, 1536-well | inhibition, % at 5 µM;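 active means inhibition above the mean of all tested compounds plus 3 SD, set per screening campaign, cut at about 45% in these data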
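System: GST-tagged and Flag-tagged HCV core protein residues 1-106 / Input: core106 proteins, GST 13.5 nM and Flag 17 nM / Buffer or medium: KF-containing HEPES buffer, pH 7.45, DTT, CHAPS, BSA / Probe or stimulus: Eu-anti-GST and XL665-anti-Flag labelled anti-tag antibodies / Schedule: 4 h, 22.5 °C incubation / Technique: TR-FRET 671 and 617 nm emission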
TPT1 inh: inhibitors of Candida albicans tRNA 2'-phosphotransferase TPT1; recombinant caTPT1, FP RNA substrate dephosphorylation; inhibition, % at 5 µM; 0.81% of 300,000 active; AID 1962;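 active means inhibition above the mean of all tested compounds plus 3 SD, set per screening campaign, cut at about 24% in these data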;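 further: plate controls were DMSO alone for no effect and ferristatin control at 100 nM for full effect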
Numbers without * were called inactive; / = no result given.

cpd	SMILES	ZTA DNA inh	PP5 primary	CTSL1 counter	Efflux pump mplx	EBNA-1 inhibitor	PP1 inh	PREPL inh	HCV core dimer	TPT1 inh
1	Cc1ccc(NC(=S)c2ccncc2)cc1	0	1.5	-4	0.0	-2	-9	0	10	-1
2	CCN(CC(=O)NC(C)C)C(=O)CCNC(=O)c1ccc(Cl)cc1	3	1.8	-2	0.0	-4	12	4	-2	0
3	Cc1ccc(CCNC(=O)c2nnn(-c3cccc(C)c3)c2N)cc1	-4	2.8	-3	-0.1	-5	-1	-20	4	-3
4	O=[N+]([O-])c1cc(-c2nnc(N3CCOCC3)c3ccccc23)ccc1N1CCOCC1	-1	4.5	-2	0.1	-11	-12	18	-5	-3
5	COc1ccc(C2=NNC(=Nc3cc(S(=O)(=O)N(C)C)ccc3C)SC2)c(OC)c1	16	-0.1	3	0.2	-3	-1	2	13	1
6	Cc1cccc(C)c1NC(=O)c1cn(-c2ccccc2)nc1-c1ccccc1	8	-0.6	2	-0.1	11	0	3	13	-3
7	Cc1ccc(S(=O)(=O)N2CCC(C(=O)OCC(=O)N3CCc4ccccc43)CC2)cc1	-7	-1.8	4	-0.1	33*	2	-10	6	-1
8	Cc1cccc(C)c1NC(=O)CN(C)CC(=O)Nc1ccc(F)c(Cl)c1	5	0.8	3	-0.2	3	0	-17	2	-1
9	CCOC(=O)c1cnc(SC)nc1Oc1cccc(NS(=O)(=O)c2ccc(F)cc2)c1	4	0.0	1	-0.2	0	-2	-6	0	-1
10	CC1CCCN(C(=O)CN(c2ccccc2)S(=O)(=O)c2ccc(F)cc2)C1 (stereo not drawn)	11	-0.5	/	-0.1	/	0	3	/	/
11	COc1cc(OC)c2ccc(=O)oc2c1C(CC(=O)N1CCOCC1)c1ccc(N(C)C)cc1 (stereo not drawn)	7	2.5	1	0.0	-3	1	-3	-5	0
12	CCNC(=S)Nc1cc(OCC)c(NC(=O)c2ccco2)cc1OCC	-7	2.4	-3	-0.1	7	0	10	-9	1
13	CC(C)NCC(O)COc1ccc(CC(N)=O)cc1 (stereo not drawn)	13	2.4	-6	0.1	-3	-10	-2	-7	-2
14	Cc1ccc(OC(C)C(=O)N2CC(=O)Nc3ccccc32)cc1 (stereo not drawn)	-5	0.3	-2	0.1	-18	2	17	2	-2
15	O=C(Nc1ccccc1)C1=C[C@H](c2ccccc2)C[C@H](OCCCCO)O1	1	1.7	0	0.1	-15	1	7	0	0
16	Cn1ccsc1=NC(=O)c1ccc(S(C)(=O)=O)c([N+](=O)[O-])c1	-1	-2.1	2	-0.2	8	0	-1	19	2
17	CCOC(=O)c1c(C)[nH]c(C)c1S(=O)(=O)N(C)CC(=O)Nc1ccc(C)cn1	-12	1.9	-4	0.2	8	-3	-1	3	0
18	CCOC(=O)NC(=O)COC(=O)CCCSc1nc2ccccc2s1	-7	-1.2	-10	-0.1	-3	-1	7	-1	0
19	Cc1ccc(C(=O)N/C(=C/c2cccc([N+](=O)[O-])c2)C(=O)NC(C)C)cc1	-16	0.1	-1	0.0	-5	-1	-1	2	-4
20	CN1C(=O)CC(N2CCN(c3ccc(Cl)c(Cl)c3)CC2)C1=O (stereo not drawn)	-1	8.4	1	0.0	-3	-2	15	-2	2
21	CCOc1ncccc1C(=O)OCC(=O)Nc1ccc(S(=O)(=O)N2CCOCC2)cc1	-1	-0.8	-9	0.0	3	-4	-2	3	-2
22	O=C1NC(c2ccccc2)=CC(c2ccccc2)N1 (stereo not drawn)	-10	0.7	-1	0.2	-4	-6	5	-5	5
23	CCOC(=O)C(C)Sc1nc2c(c(=O)[nH]c(=O)n2C)n1C/C=C(/C)Cl (stereo not drawn)	-3	-1.4	-1	0.1	3	-2	12	2	-6
24	S=c1[nH]c(-c2ccccc2)cn1/N=C/c1ccc(Br)cc1	7	1.3	0	0.0	5	7	25	4	4
25	O=[N+]([O-])c1cc(/C=N/O)ccc1Sc1ccccc1	-7	10*	1	0.0	-26	2	-3	1	3
26	NNC(=O)c1cc(S(=O)(=O)N2CCOCC2)c[nH]1	-14	4.1	/	0.1	/	3	10	/	/
27	Brc1ccc(-c2csc(Nc3nc(-c4ccc(Br)cc4)cs3)n2)cc1	-9	0.1	2	-0.2	-9	1	-2	10	-4
28	Cn1c(=O)c2c(nc(SCc3cccnc3)n2Cc2ccc(F)cc2)n(C)c1=O	-4	5.7	0	-0.1	1	2	-15	4	-1
29	C=C1CCC(O)C2(C)CCC3C(C)C(=O)OC3C12O (stereo not drawn)	-4	-0.1	-8	-0.1	0	1	10	-5	-5
30	Cc1ccc2c(c1)N(C(C)C(=O)NCc1ccc3c(c1)OCO3)C(=O)CO2 (stereo not drawn)	-9	-0.4	0	-0.1	1	2	5	-2	0
31	O=C(NCCO)c1cc2c(s1)CCC2	-17	-0.6	3	-0.1	5	0	4	-2	-3
32	Clc1ccc(/C=N/Nc2ccccn2)cc1	13	-0.7	2	0.1	12	-2	17	10	-1
33	Cn1cc(CN2CCC(O)CC2)c(-c2ccc(Oc3ccccc3)cc2)n1	-6	-1.0	-6	0.0	13	-1	-7	-6	3
34	O=C(Nc1ccccc1)N1CCC(C(=O)N2CCN(Cc3ccccc3)CC2)CC1	-3	-0.4	/	0.0	/	-4	7	/	/
35	CC1CN(C2=CC(=O)CCC2)CC(C)O1 (stereo not drawn)	14	-0.4	3	-0.1	2	2	-8	0	4
36	O=C(Cn1cc(Cl)ccc1=O)c1ccc(Cl)cc1	8	3.3	2	0.5	-9	3	-7	-3	-2
37	O=C(CSc1cn(Cc2ccccc2)c2ccccc12)N1CCOCC1	8	3.9	-4	0.2	7	-3	10	-16	-2
38	O=C(Nn1cnnc1)c1cc(Cl)cc(Cl)c1	2	1.0	0	0.0	-13	1	-5	-5	6
39	CC1CN=C(c2cccn2Cc2ccc(F)cc2Cl)O1 (stereo not drawn)	4	-0.6	1	0.0	8	2	-13	4	-5
40	O=C(CCC1CCN(C(=O)c2cccc(Cl)c2F)CC1)Nc1ccccc1	8	3.6	0	0.2	3	-6	10	-4	0
41	CN(Cc1ccco1)C(=O)c1ccc(N2CCCC2=O)cc1	7	-2.5	-2	0.0	4	-8	-2	-2	-1
42	Cc1nn(-c2ccccc2)c2c1C(c1ccc([N+](=O)[O-])cc1)N1C(=N2)C(=O)Nc2ccccc21 (stereo not drawn)	8	3.2	5	0.2	-7	10	6	10	1
43	O=C(NCc1ccc(/C=c2\sc3n(c2=O)CCN=3)o1)C(=O)Nc1ccccc1	-6	3.3	-3	0.5	-15	3	9	59*	-1
44	COc1ccccc1N1CCN(C(=O)c2sc3ncnc(N4CCN(c5ccccn5)CC4)c3c2C)CC1	-17	1.6	-3	0.1	-14	6	12	8	1
45	CCc1ccc(CN2C(=O)c3ccccc3C2C(=O)NCc2cccnc2)cc1 (stereo not drawn)	-7	-0.2	-1	0.2	-18	-4	1	0	-2
46	C=CCNc1cccc(Br)c1	-17	2.3	-3	/	3	-2	3	-6	-1
47	CC1COc2ccccc2N1S(=O)(=O)c1ccccc1 (stereo not drawn)	6	0.8	8	0.2	-5	-1	0	0	-3
48	COc1ccc(NC(=O)Cc2ccccc2F)cc1S(=O)(=O)N1CCCCC1	-14	0.8	/	-0.1	/	0	8	/	/
49	Cc1ccc(NC(=O)CN(C)C(=O)COc2cc(F)ccc2[N+](=O)[O-])cc1	12	-1.1	0	0.2	-4	1	1	-4	2
50	CC1CCN(c2ccc(C(=O)NCc3cccs3)cn2)CC1	17	3.0	-3	0.1	3	-1	1	-3	3

More results:
cpd	SMILES	ZTA DNA inh	PP5 primary	CTSL1 counter	Efflux pump mplx	EBNA-1 inhibitor	PP1 inh	PREPL inh	HCV core dimer	TPT1 inh
51	CCOc1ccc(NC(=O)COc2ccc(C(=O)NCc3cccc(OC)c3)cc2OC)cc1	17	0.5	/	0.0	/	5	-13	/	/
52	O=C(Nc1ccc(F)c(F)c1)NC1CCCCC1	19	0.2	0	0.0	10	-3	4	2	-1
53	Cc1ccc(C(CC(=O)N2CCCCC2)c2ccccc2)c(O)c1C (stereo not drawn)	0	3.7	1	0.1	6	0	-8	15	1
54	O=C(/C=C/c1ccccc1Cl)N(Cc1cccs1)C1CCS(=O)(=O)C1 (stereo not drawn)	-14	1.4	3	0.1	-2	-2	-15	0	2
55	CC(Oc1ccccc1)C(=O)Nc1c2c(nn1-c1ccccc1)CS(=O)C2 (stereo not drawn)	-13	0.1	3	0.1	-4	-2	16	5	1
56	O=C(NC(C(=O)c1ccccc1)n1cnccc1=O)c1ccccc1 (stereo not drawn)	-1	2.1	-5	-0.1	-3	-2	10	4	-2
57	Cc1ccc(NCC(=O)c2ccc([N+](=O)[O-])cc2)cc1	8	-1.3	7	0.3	-1	-1	12	5	6
58	CCCCN(CCCC)CP(=O)(c1ccccc1)c1ccccc1	8	4.0	2	0.0	10	0	12	4	1
59	CCOc1ccc(C2/C(=C(\O)c3cccc(OC)c3)C(=O)C(=O)N2c2ccccn2)cc1OC (stereo not drawn)	-2	1.4	3	0.0	-1	5	22	-3	-1
60	CCCC(=O)Nc1c(C)nn(C(=O)CCC)c1C	1	1.0	-1	0.0	-1	7	-1	0	1
61	O=C(Nc1c(F)cc(F)cc1Br)c1cc(-c2ccccc2)on1	-8	12*	-1	0.1	-2	-3	-9	0	2
62	CCOC(=O)C(C)Sc1ncc(-c2ccc(Cl)cc2)cn1 (stereo not drawn)	4	2.1	0	-0.3	4	7	16	9	-3

Part of the list above in a different format:
[28] Cn1c(=O)c2c(nc(SCc3cccnc3)n2Cc2ccc(F)cc2)n(C)c1=O
[29] C=C1CCC(O)C2(C)CCC3C(C)C(=O)OC3C12O (stereo not drawn)
[30] Cc1ccc2c(c1)N(C(C)C(=O)NCc1ccc3c(c1)OCO3)C(=O)CO2 (stereo not drawn)
assay / compound | 28 | 29 | 30
ZTA DNA inh | -4 | -4 | -9
PP5 primary | 5.7 | -0.1 | -0.4
CTSL1 counter | 0 | -8 | 0
Efflux pump mplx | -0.1 | -0.1 | -0.1
EBNA-1 inhibitor | 1 | 0 | 1
PP1 inh | 2 | 1 | 2
PREPL inh | -15 | 10 | 5
HCV core dimer | 4 | -5 | -2
TPT1 inh | -1 | -5 | 0

Only part of the results is shown (hit frequency here may not be typical).
